Screening results (PubChem BioAssay)
TRPM1 prom inh – reduces MITF-dependent TRPM1 promoter luciferase signal; SK-MEL-5 TRPM1 promoter luciferase, 24 h; inhibition, % at 12.5 µM; 0.83% of 330,000 active;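 active = mean inhibition across replicates of 60% or more, whatever share of single replicates reaches that level; inconclusive = some that reach 60%, reason not given; inactive = mean inhibition across replicates below 60%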; note: values of inactives mirror those of a sister screen read the other way
NR2E3 ag-1 – activates human NR2E3 receptor; Q9Y5X4; CHO-S Gal4-NCOR/VP16-NR2E3 two-hybrid, luciferase; inhibition of corepressor binding, % at 3.98 µM; 0.35% of 360,000 active; AID 602229;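 active = inhibition above the mean of all tested compounds plus 3 SD, cut at about 70% in these data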;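 note: 0% = DMSO with NR2E3 transfected cells and 100% = cells lacking NR2E3 construct; higher means lower luciferase signal from less NR2E3 corepressor binding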
Target sequence (Q9Y5X4 whole entry, looked up, the tested form may be a part): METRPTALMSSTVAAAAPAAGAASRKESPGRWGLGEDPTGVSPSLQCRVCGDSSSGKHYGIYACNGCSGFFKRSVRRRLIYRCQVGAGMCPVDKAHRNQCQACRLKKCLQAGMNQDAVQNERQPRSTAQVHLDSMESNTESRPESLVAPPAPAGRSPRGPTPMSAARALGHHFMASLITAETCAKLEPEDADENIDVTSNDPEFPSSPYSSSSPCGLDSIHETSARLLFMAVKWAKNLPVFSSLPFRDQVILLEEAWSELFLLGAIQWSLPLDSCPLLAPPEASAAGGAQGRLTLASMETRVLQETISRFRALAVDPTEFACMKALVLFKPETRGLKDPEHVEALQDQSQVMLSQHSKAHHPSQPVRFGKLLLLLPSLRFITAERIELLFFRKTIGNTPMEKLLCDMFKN
HIF-2a inh – blocks HIF-2a reporter activity. 786-0 RCC cells HIF-2a reporter, luciferase luminescence, overnight. 0.72% of 360,000 active. inhibition, % at 18.8 µM. AID 624352;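 active = inhibition of the luminescence signal of 40% or more relative to plate controls, in a single-dose primary screen at 18.75 µM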
NR2E3 ag-2 – NR2E3 (human) agonism. Q9Y5X4. GST-NR2E3/biotin-RetCOR TR-FRET, 1536-well. inhibition of corepressor binding, % at 4.78 µM. 0.12% of 320,000 active. AID 2300;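 active = percent inhibition above the cutoff of mean plus 3 SD of all tested compounds, set per screening campaign, cut at about 20% in these data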;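 note: 0% = DMSO wells and 100% = biotin wells as full block of FRET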
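Format: 1536-well format; test system: GST-NR2E3 and biotin-RetCOR proteins; read-out basis: percent inhibition of TR-FRET ratio; timing: 5 h incubation at 4 °C; detection: time-resolved FRET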
H9c2 protect – modulators protecting cardiomyocytes from myocardial damage | AID 588492 | 0.63% of 360,000 active | H9c2 cardiomyocytes, H2O2 injury protection, ATPLite, 2 h | protection from H2O2 cell death, % at 20 µM;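 active = compounds giving at least 50% protection of heart cells from peroxide-induced death in the single-dose screen, raw or plate-pattern-corrected value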;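 note: 0% = DMSO wells with peroxide and 100% = DMSO wells without peroxide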
iPSC survival up – hiPSC single-cell survival enhancement. ATPlite luminescence; 100% = ROCK inhibitor wells, 0% = DMSO. survival enhancement, % at 20 µM. 0.044% of 360,000 active. AID 602274; in the data active = survival enhancement above about 18%;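 note: cells exposed to compounds for 16 hours before the ATP read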
m5-HT2A agonist – mouse HTR2A agonism via beta-arrestin recruitment. P35363. CHO-K1 mHTR2A beta-arrestin complementation, luminescence; percent of 30 µM serotonin response. activation, % at 7.6 µM. 0.66% of 360,000 active. AID 624169;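 active = activation above a run cutoff, the mean activation of all tested compounds plus 3 SD, cut at about 14% in these data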;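 note: 0% = plate median of compound wells and 100% = 30 µM serotonin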
Target sequence (P35363 whole entry, looked up): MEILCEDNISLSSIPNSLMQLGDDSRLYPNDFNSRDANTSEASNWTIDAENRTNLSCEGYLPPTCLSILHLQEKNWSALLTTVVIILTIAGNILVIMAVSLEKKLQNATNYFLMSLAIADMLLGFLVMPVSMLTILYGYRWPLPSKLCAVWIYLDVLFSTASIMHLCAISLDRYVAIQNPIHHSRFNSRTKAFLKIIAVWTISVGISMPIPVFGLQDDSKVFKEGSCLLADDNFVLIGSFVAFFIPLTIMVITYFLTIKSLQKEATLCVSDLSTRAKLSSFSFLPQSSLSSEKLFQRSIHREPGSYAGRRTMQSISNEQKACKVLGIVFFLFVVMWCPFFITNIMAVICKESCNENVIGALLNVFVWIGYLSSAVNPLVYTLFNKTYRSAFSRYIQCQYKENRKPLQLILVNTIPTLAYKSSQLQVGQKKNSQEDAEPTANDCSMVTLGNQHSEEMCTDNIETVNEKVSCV
Peg3 promoter – Peg3 promoter activity inhibition | HeLa PEG-Prom luciferase reporter, luminescence, overnight | inhibition, % at 20 µM | 1.7% of 360,000 active | AID 588405;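 active = inhibition of at least 50% at 20 µM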
Shn3 3UTR inh – reduces Shn3 3'UTR luciferase signal in osteoblasts; Clone20 osteoblast Shn3 3'UTR firefly luciferase, 24 h; inhibition, % at 12.5 µM; 0.52% of 360,000 active; AID 588674;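 active = mean inhibition of at least 75% with every replicate also reaching 75%; inconclusive = mean inhibition at least 75% but some replicate below; inactive = mean inhibition below 75%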;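 note: 0% = median of neutral control wells and 100% = pilot-screen positive control compound; some compounds past the cut are filed as inactive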
CaV13 FRET inh – Primary screen for inhibitors of IQ motif and Ca2+-dependent inactivation inhibitor domain binding in CACNA1D, Förster resonance energy transfer in living cells, … | HEK cells, CFP/YFP FRET ICDI-IQ, plate reader, 10 min; percent FRET-ratio fall versus neutral wells | inhibition, % at 12.3 µM | 0.098% of 340,000 active;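 active = mean replicate inhibition of at least 30% and at least 1% of replicates passing that level; inconclusive = only one of the two criteria is met; inactive = neither criterion is met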;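 note: 0% = median of the neutral control wells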
PDI inh – blocks human protein disulfide isomerase activity | 0.052% of 350,000 active | P07237 | PDI insulin aggregation turbidity, A650, 90 min | inhibition, % at 10 µM;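 active = mean inhibition across replicates of 30% or more, whatever share of single replicates reach that level; inconclusive = mean inhibition below 30% while every single replicate reaches 30%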;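 note: absorbance from insulin aggregation driven by PDI reduction with DTT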
Starred values were filed as active, the others as inactive; u = inconclusive; x = no result given; & = joins results of further samples. Random draw from the library (roughly 3.9% active in at least one column).

SMILES	TRPM1 prom inh	NR2E3 ag-1	HIF-2a inh	NR2E3 ag-2	H9c2 protect	iPSC survival up	m5-HT2A agonist	Peg3 promoter	Shn3 3UTR inh	CaV13 FRET inh	PDI inh
CC(=O)OCC(OC(C)=O)C(OC(C)=O)C(OC(C)=O)C(=O)Nc1cccc(C)c1 (centres undefined)	10	-4	-8	0	7	-0.4	3	-53	5	-22	3
CC(=O)Nc1nonc1C(=O)N1CCC(C)CC1	17	-18	-1	1	6	0.9	3	0	10	-7	1
Cc1cc(Cl)ccc1OC(C)C(=O)Nc1cnn(CCCC(=O)O)c1 (centres undefined)	-4	-7	1	0	2	-0.2	6	4	2	-14	-1
C=CCOC(=O)C1=C(C)NC(=S)NC1/C=C/c1ccccc1 (centres undefined)	-1	-11	15	5	2	-0.3	-8	19	1	-11	-4
COc1nc(NC2CCCCC2)nc(NC(C)(C)C)n1	-55	-65	-186	0	-10	-0.5	8	-127	-18	-5	1
O=C(Cn1cc(C(=O)C2CC2)c2ccccc21)NCc1ccccc1	-29	-74	-148	4	-5	-0.2	-6	-127	-48	-5	4
N#C/C(=C(/O)COC(=O)c1cccnc1Cl)c1nc2ccccc2[nH]1	-6	-19	-7	-4	-4	0.3	1	-2	-10	-2	-8
C=CCNc1nc(Cl)nc(NC2CCCCC2)n1	-12	-27	-42	x	-8	0.5	0	-24	-15	-6	14
Fc1ccc(-c2nc(-c3cccs3)[nH]c2-c2ccc(F)cc2)cc1	16	-4	18	4	-19	-1.2	-3	28	18	-5	1
Cc1cc(C)cc(NC(=O)CSc2nc3ccccc3nc2N2CCCC2)c1	x	0	17	-1	-14	-2.7	1	27	20	-8	x
CCN(CC)S(=O)(=O)c1ccc(NC(=S)Nc2ccc(F)cc2)cc1	9	-13	0	-1	-4	0.3	-1	11	12	-6	-3
CC1CCCN(C(=O)COC(=O)CNS(=O)(=O)c2ccc3ccccc3c2)C1 (centres undefined)	4	0	1	2	0	1.5	3	1	1	-7	5
Cc1cnc(SCc2ccc(Cl)cc2Cl)[nH]c1=O	-5	-14	-157	1	-7	-0.6	3	-50	-2	-19	-8
COc1cc(C(=O)NNC(=O)CNC(=O)c2ccc(Br)o2)cc(OC)c1OC	6	0	7	1	8	0.6	-2	0	18	-10	-4
OC(c1ccccn1)C1CCN(Cc2nc(C(c3ccccc3)c3ccccc3)no2)CC1 (centres undefined)	11	16	6	0	0	-0.8	-1	6	0	1	1
Cc1ccc(NS(=O)(=O)c2ccc(OCC(=O)NCC3CCCO3)cc2)cc1 (centres undefined)	-1	6	16	4	5	2.8	-2	13	-15	-5	10
Cc1ccnc(SCC(=O)Nc2cccc(S(=O)(=O)N3CCOCC3)c2)n1	13	0	10	x	-4	2.1	-9	2	-8	-5	-7
COc1cccc(-c2nc(CS(=O)(=O)CC(=O)NCCc3ccc(OC)cc3OC)c(C)o2)c1	16	10	10	-2	-2	0.1	6	3	11	-14	-12
COc1ccc(-c2cccc(-c3cc(=O)oc4ccc(C(C)(C)C)cc34)c2)cc1	4	-9	3	x	-14	-1.1	4	15	-15	-5	7
COc1ccc(Cn2c(-c3ccco3)nc3oc4cc(OC)ccc4c(=O)c3c2=O)cc1	-114	-56	-115	2	24	-1.5	2	-253	-85	x	3
COc1ccc([N+](=O)[O-])cc1N(CC(O)CN(CC(C)C)CC(C)C)S(=O)(=O)c1ccccc1 (centres undefined)	-2	-19	-12	0	-14	-0.7	-6	30	22	-8	-1
Cc1cc(C)nc(NC(=O)Cc2cccs2)n1	9	-13	6	0	6	-0.1	6	5	-19	-5	1
C=CCNc1oc(-c2ccc(OC)cc2)nc1C#N	-66	-100	-272	-1	-7	1.1	4	-249	-69	-5	-3
CCN1CCN(C(=O)c2ccc3c(c2)N(Cc2ccc(C)cc2)CCS3)CC1	-10	-23	1	3	-2	-0.4	-8	-6	18	-15	4
CC1CCCc2sc3ncn(N)c(=N)c3c21 (centres undefined)	3	-26	22	-5	4	0.0	9	18	-9	-3	-2
CCCn1c(SCC(=O)Nc2ccccc2Oc2ccccc2)n[nH]c1=O	5	-25	21	2	-14	-1.0	0	11	26	-2	1
CCOC(=O)Cc1csc(NC(=O)CSc2nnc(C(C)C)n2CC)n1	-2	5	4	1	3	1.6	2	12	-11	-4	-6
O=C(Nc1ccccc1Cl)C1CC(=O)N(Cc2ccco2)C1 (centres undefined)	-4	-23	5	3	10	1.9	1	1	-6	-2	-6
O=C(NCCNC(=O)c1ccccc1F)c1ccccn1	0	-35	7	2	3	-0.6	3	5	-14	-3	-2
CC1(C)CCSC(/C=C/c2ccccc2)=N1	45	14	-19	x	-8	-0.5	-2	106*	-104	-3	1
S=C(NCCc1c[nH]c2ccccc12)NC1CC1	12	5	-14	-2	-1	-0.4	-17	-8	11	-7	0
O=C(O)Cc1ccc(NC(=O)c2cccc(NC(=O)c3ccco3)c2)cc1	16	10	12	-3	1	-0.9	4	14	15	-15	6
CC1CN(Cc2nc3c(c(=O)n(C)c(=O)n3C)n2CCN2CCOCC2)CC(C)O1 (centres undefined)	6	-8	22	x	0	1.2	0	2	4	-4	-2
Cc1ccc(-c2cn(-c3ccc(OC(F)F)cc3)c3[n+]2CCCCC3)cc1	28	15	12	0	-16	-0.1	3	-2	88*	-4	12
Cc1ccc(-c2nc3ncccn3c2Nc2ccc3c(c2)OCCO3)o1	-9	-78	-172	-2	11	-1.2	3	-153	-13	-5	4
O=C(NCCO)C(=O)c1c(-c2ccccc2)cc2ccccn12	-9	-14	12	0	-5	0.3	5	8	-1	0	-4
CCN(CC)S(=O)(=O)c1cnccc1N1CCN(c2cccc(Cl)c2)CC1	2	-7	27	-1	0	1.7	-4	17	5	-6	2
COc1ccc(C2=NOC(Cn3nc(C(=O)O)cc3-c3ccccc3)C2)cc1 (centres undefined)	0	0	11	1	12	6.3	2	-2	6	-10	1
O=C1c2cccnc2C(=O)N1C1CCCCC1	4	-14	7	0	4	1.2	0	-7	-7	-8	2
CS(=O)(=O)N(CC(=O)N1CCc2ccccc2C1)c1cccc([N+](=O)[O-])c1	19	14	22	3	3	0.6	3	11	-11	-3	0
Cc1cccc(C)c1NC1=NC(=S)N(c2ccc(N(C)C)cc2)C1(C)C	8	1	11	2	4	3.6	13	14	1	x	12
Cn1c(=O)oc2cc(S(=O)(=O)NCCC(=O)NCc3ccc(F)cc3)ccc21	-8	11	7	-2	4	0.2	-5	0	-6	-2	-8
CCCCOC(=O)c1ccc(NC(=O)COC(=O)c2ccc3ncsc3c2)cc1	-51	-55	-147	-1	-14	-0.4	5	-75	-59	-2	5
Cc1ccc(N2C(=O)CSC2c2ccc3c(c2)OCO3)cc1 (centres undefined)	-1	-3	5	3	-2	-0.6	-1	7	7	-5	0
O=C(CNC(=O)c1ccco1)OCC(=O)c1cccc2ccccc12	-3	-10	4	3	10	-0.7	-1	10	-1	-6	5
C=CCOC(=O)C1=C[C@@H](c2coc3ccccc3c2=O)C[C@@H](OCCCCO)O1	13	-13	-2	2	8	-2.6	6	1	-14	-4	0
CCOC(=O)c1cnc2c(CC)cccc2c1NCCCN1CCOCC1	-8	-18	8	4	4	-0.4	-5	3	-3	-19	2
CCOC(=O)c1cc(-c2ccccc2)sc1NC(=S)Nc1cccc(C)n1	1	-3	-28	-4	1	3.0	1	0	1	-5	11
Nc1ccc(Cl)c[n+]1Cc1cccc2cccnc12	14	10	7	-1	-1	-0.7	-1	-5	1	-5	-2
Cc1ccc(C(=O)NC2CCC(C)CC2)o1 (centres undefined)	-39	-15	-146	-4	-4	-0.3	-8	-150	-52	-4	-3
O=C(CC(c1ccco1)C1CCCCC1=O)c1ccccc1 (centres undefined)	3	-31	-9	3	11	-3.1	9	11	-9	-5	1
C[C@H]1CN([C@@H](C)CO)C(=O)CCCn2nncc2CO[C@H]1CN(C)S(=O)(=O)c1ccc2c(c1)OCCCO2	x	18	-6	x	0	0.2	-1	1	-13	-4	-3
Cc1oc2cc(OC(=O)c3ccco3)ccc2c(=O)c1-c1nc2ccccc2n1C	12	-19	6	2	7	-1.2	4	8	-9	-3	-1
CCC1Nc2ncnc(N3CCCCC3)c2N(Cc2ccc(C)cc2)C1=O (centres undefined)	-4	-24&15	19&-1	x	-16&9	-1.4&1.3	-2&-7	7&-16	4&-12	-5&-6	u
Cc1cc(C)cc(NC(=O)c2ccc(N3C(=O)C4CCCCC4C3=O)cc2)c1 (centres undefined)	4	12	15	3	-6	-0.5	0	-2	3	-5	6
COC(=O)c1ccc(NC(=S)NNC(=O)c2ccccc2)cc1	4	-24	-74	1	5	0.2	1	-46	-25	4	0
O=[N+]([O-])c1ccccc1/C=C/C=N/Nc1nc(N2CCCCC2)nc(N2CCCCC2)n1	20	-4	1	-1	2	-0.5	-4	18	10	-4	10
CCCN1CCN(C(=O)c2c(Cl)cnn2C)CC1	-3	-12	2	3	0	2.5	0	-6	10	-6	-14
Cc1ccccc1C(=O)N1CCC(C(=O)NN2C(=O)NC3(CCCCC3)C2=O)CC1	4	-8	12	2	-2	2.5	12	-10	2	-3	8
COc1ccc(OC)c(NC(=O)CS(=O)(=O)Cc2ccccc2)c1	5	-19	19	x	0	-0.6	1	18	-15	-5	16
COCCN1C2=C(C(=O)CC(C)(C)C2)C(c2ccc(O)c(OC)c2)C2=C1CC(C)(C)CC2=O	12	15	13	-2	2	1.7	-1	6	-19	-5	-13
O=C(CN1C(=O)NC(CCc2ccccc2)C1=O)Nc1cccc(Br)c1 (centres undefined)	5	-6	-1	x	14	5.8	-3	17	0	-2	7
CCCCC[C@H](C)N1C[C@@H](COCc2ccccc2)Oc2cc(N3CC[C@H](N(C)C)C3)ccc2S1(=O)=O	x	-14	-11	x	x	0.0	-6	x	x	-9	x

Gathered by group, the entries above with a thiophene ring, fused or not (four)
SMILES	TRPM1 prom inh	NR2E3 ag-1	HIF-2a inh	NR2E3 ag-2	H9c2 protect	iPSC survival up	m5-HT2A agonist	Peg3 promoter	Shn3 3UTR inh	CaV13 FRET inh	PDI inh
Fc1ccc(-c2nc(-c3cccs3)[nH]c2-c2ccc(F)cc2)cc1	16	-4	18	4	-19	-1.2	-3	28	18	-5	1
Cc1cc(C)nc(NC(=O)Cc2cccs2)n1	9	-13	6	0	6	-0.1	6	5	-19	-5	1
CC1CCCc2sc3ncn(N)c(=N)c3c21 (centres undefined)	3	-26	22	-5	4	0.0	9	18	-9	-3	-2
CCOC(=O)c1cc(-c2ccccc2)sc1NC(=S)Nc1cccc(C)n1	1	-3	-28	-4	1	3.0	1	0	1	-5	11
